# Assay outcomes as filed in PubChem BioAssay.
# RNase H inhibition = RNase H inhibition, HIV 1 Gag Pol polyprotein, FRET biochemical assay, screening (AID 372) | one-dose inhibition, % at 10 µM; IC50 in µM for titrated hits | HIV-1 RT RNase H, FRET RNA/DNA substrate fluorescence; higher % means a stronger effect | 100,000 compounds, 0.77% hits; in the data active = inhibition above about 50%
# The depositor's hits bear a star.
SMILES,RNase H inhibition
Cc1cc(C)c2oc(-c3cccc(NC(=O)c4ccccc4C)c3)nc2c1,11%
Cc1occc1C(=O)N=Nc1cc(C(C)(C)C)c(O)c(C(C)(C)C)c1,6%
CC(C)c1ccc(N2C(=O)NC(=O)/C(=C/c3ccc(I)o3)C2=O)cc1,10%
CCOC(=O)c1c(C)nc(C(Cl)(Cl)Cl)nc1N,12%
O=C(NCC1CCCO1)c1nn2c(C(F)(F)F)cc(-c3ccc(F)cc3)nc2c1Cl (centres undefined),1%
O=C(Nc1cc(Cl)cc(Cl)c1)c1ccc(-c2ccc([N+](=O)[O-])cc2)o1,26%
CCOc1ccc(OCCOCCOc2cc(C)ccc2Cl)cc1,10%
Cc1ccc([N+](=O)[O-])cc1N1C(=O)C2C(C1=O)C1C=CC2C12CC2 (centres undefined),13%
CC(C)c1ccccc1NS(=O)(=O)c1cccc([N+](=O)[O-])c1,29%
CN(C)c1ccc(NC(=S)NC(=O)/C=C/c2ccc(Cl)cc2)cc1,49%
COc1ccccc1OCCOc1ccc(Br)cc1/C=C1\SC(N)=NC1=O,17%
COc1cccc(CN2CCN(C(=O)c3ccccc3OC)CC2)c1,10%
COc1cc([N+](=O)[O-])ccc1N=Cc1c(O)[nH]c(=O)[nH]c1=O,11%
COC(=O)C1=C(C)NC(=S)NC1c1ccc(C(C)(C)C)cc1 (centres undefined),22%
N/C(Cc1ccc([N+](=O)[O-])cc1)=N\OC(=O)c1ccc2ccccc2c1,13%
COC(=O)CCN1C(=O)/C(=C\c2ccc(OC)c(Br)c2)SC1=S,13%
O=C1C=CC(=O)N1c1ccc(Oc2ccc(S(=O)(=O)c3ccc(Oc4ccc(N5C(=O)C=CC5=O)cc4)cc3)cc2)cc1,26%
CCOC(=O)C(CCCCCOc1ccc(OC)cc1)C(=O)OCC,10%
CC(=O)Oc1ccc(C2C(C(=O)OC3CCCC3)=C(C)NC3=C2C(=O)CCC3)cc1 (centres undefined),3%
Cc1ccc(C(=O)NC(=S)Nc2cccnc2)cc1C,17%
O=C(CCN1C(=O)/C(=C\c2cccs2)SC1=S)Nc1cccc(Br)c1,16%
CCOc1ccc(N(CC(=O)NC2CCCCC2)S(=O)(=O)c2ccc(Cl)cc2)cc1,7%
COc1ccc(CN2CCN(S(C)(=O)=O)CC2)cc1Br,7%
CCOC(=O)c1c(NC(=O)c2ccccc2OC)sc(C(=O)Nc2ccccc2F)c1C,43%

# Entries shown so far that have an aryl methoxy group:
SMILES,RNase H inhibition
COc1ccccc1OCCOc1ccc(Br)cc1/C=C1\SC(N)=NC1=O,17%
COc1cccc(CN2CCN(C(=O)c3ccccc3OC)CC2)c1,10%
COc1cc([N+](=O)[O-])ccc1N=Cc1c(O)[nH]c(=O)[nH]c1=O,11%
COC(=O)CCN1C(=O)/C(=C\c2ccc(OC)c(Br)c2)SC1=S,13%
CCOC(=O)C(CCCCCOc1ccc(OC)cc1)C(=O)OCC,10%
COc1ccc(CN2CCN(S(C)(=O)=O)CC2)cc1Br,7%
CCOC(=O)c1c(NC(=O)c2ccccc2OC)sc(C(=O)Nc2ccccc2F)c1C,43%

# The list goes on.
SMILES,RNase H inhibition
COc1ccc(NC(=O)c2sc3cc(C)ccc3c2Cl)c(OC)c1,3%
CCCOc1ccc(N2C(=O)CC(N(CCc3ccccc3)C(=S)Nc3ccccc3)C2=O)cc1 (centres undefined),9%
COc1cc(C=O)ccc1OCCCCOc1cccc2ccccc12,23%
COc1ccc(-c2nn(-c3ccccc3)cc2/C=N/NC(=O)C(O)c2ccccc2)cc1 (centres undefined),16%
CC(CN)(NS(=O)(=O)c1ccccc1)c1ccccc1 (centres undefined),2%
Cc1c(O)ccc(C(=O)Cc2ccccc2Cl)c1O,10%
O=C(Nc1cccnc1)c1cc(-c2ccccc2Cl)nc2ccccc12,7%
O=Cc1ccc(Oc2ncnc3ccccc23)cc1,18%
Cc1ccc(NC(=O)c2ccc([N+](=O)[O-])cc2[N+](=O)[O-])c(Br)c1,1%
Cc1ccc(C(=O)Nc2cccc3ccccc23)o1,1%
Cc1ccccc1NS(=O)(=O)c1ccc2c(c1)C(=O)c1cc(S(=O)(=O)Nc3ccccc3C)ccc1-2,8%
CCCC(=N)C1=C(O)CC(C)(C)CC1=O,11%

# Nothing new here: five of the compounds above.
SMILES,RNase H inhibition
O=Cc1ccc(Oc2ncnc3ccccc23)cc1,18%
Cc1ccc(NC(=O)c2ccc([N+](=O)[O-])cc2[N+](=O)[O-])c(Br)c1,1%
Cc1ccc(C(=O)Nc2cccc3ccccc23)o1,1%
Cc1ccccc1NS(=O)(=O)c1ccc2c(c1)C(=O)c1cc(S(=O)(=O)Nc3ccccc3C)ccc1-2,8%
CCCC(=N)C1=C(O)CC(C)(C)CC1=O,11%

# Other records follow:
SMILES,RNase H inhibition
Cc1ccnc(Nc2nc(-c3cccs3)cs2)c1,7%
CCOC(=O)c1c(NC(=O)Cc2ccccc2)sc2c1CCCCC2,48%
C=CCN1C(=O)/C(=C\C=C2/Sc3ccccc3N2CC)SC1=S,4%
Clc1ccc(CC(Cc2nc3ccccc3[nH]2)c2nc3ccccc3[nH]2)cc1 (centres undefined),13%
O=C(NCCCn1ccnc1)c1ccc(C(=O)NCCCn2ccnc2)cc1,3%
Cc1ccc(C23CC4CC(CC(C(=O)Nc5ccc(C(=O)O)cc5)(C4)C2)C3)cc1,3%
c1ccc2oc(SCCCCCSc3nc4ccccc4o3)nc2c1,38%
COc1ccc(NC(=O)C2=C(C)NC(=O)NC2c2ccc(OC)cc2)cc1 (centres undefined),8%
Cc1ccc(CCCCCCCCCC(=O)Nc2ccccc2)s1,7%
COc1cc(OC)cc(C(=O)Nc2ccccc2Br)c1,0%
C=CCN1C(=O)C(Cc2ccc(OC)cc2)SC1=Nc1ccc(C(=O)O)cc1 (centres undefined),17%
CC(C(=O)N1CCN(C)CC1)N1C(=O)c2ccccc2C1=O (centres undefined),11%
O=C(CCCC(=O)c1ccc(Br)cc1)c1ccc(Br)cc1,4%
Cc1cc(OCCOc2ccc(C=C3C(=O)NC(=S)NC3=O)cc2)ccc1Cl,44%
COc1ccc(C(=O)Nc2ccc(NC(=O)c3ccccc3)cc2)cc1[N+](=O)[O-],23%
COc1ccc(CN2CCN(Cc3cccc(C)c3)CC2)c(OC)c1,4%
CCC(=O)Nc1cc(-c2nc3ccccc3o2)ccc1OC,11%
CCc1cccc(C)c1NC(=O)c1ccccc1Br,0%
COc1ccc(N2C(=O)C=CC2=O)cc1,2%
O=C(NN1CCOCC1)c1ccccc1F,0%
COc1ccc(-c2nc3cc(NC(=O)c4ccc5c(c4)OCCO5)ccc3o2)cc1Cl,31%
Brc1ccc(CSc2nnnn2-c2ccccc2)cc1,12%
COC(=O)CSc1nc2sc(C)c(C)c2c(=O)[nH]1,9%
CC(C)CC(C(=O)O)n1c(O)c(C2=c3cc(Br)ccc3=NC2=O)sc1=S (centres undefined),21%
CCCCOc1ccc(C(=O)NC(=S)Nc2cccc(C)c2)cc1,15%
COc1ccccc1/C=c1/sc2nc3ccccc3n2c1=O,0%
O=C(CN(c1cccc(Br)c1)S(=O)(=O)c1ccccc1)Nc1ccccc1F,3%
Cc1c(-c2ccccc2)nc2ccccc2c1C(=O)OC(C)C(=O)c1ccccc1 (centres undefined),10%
O=C1OC(c2cccc(Cl)c2)=N/C1=C\c1ccc(OC(=O)c2cccc([N+](=O)[O-])c2)cc1,3%
Cc1ccc2c(c1)c1ccccc1n2COCc1ccccc1,12%
COc1ccc(Cl)cc1C(=O)NCc1ccco1,5%
COC(=O)c1c(NC(=O)c2ccncc2)sc2c1CCC2,49%
O=C(Nc1c[nH]c(=O)[nH]c1=O)c1ccc([N+](=O)[O-])cc1,7%
O=[N+]([O-])c1ccc2c(c1)C1C=CCC1C(c1ccc(F)cc1)N2 (centres undefined),6%
O=C(COc1ccc(Cl)cc1Cl)NNC(=O)CN1C(=O)/C(=C/c2ccc(Cl)cc2Cl)SC1=S,18%
COc1ccc(C(=O)N2CCN(Cc3c[nH]c4ccccc34)CC2)cc1OC,3%
CCOc1ccc(C2CC(=O)NC(SCC#N)=C2C#N)cc1OC (centres undefined),1%
C/C=C/C=C(/NC(=O)c1ccccc1)C(=O)Nc1ccc(OC)cc1,11%
CC(C)c1ccc(/C=C2\SC(=S)N(Cc3ccco3)C2=O)cc1,7%
Cc1c(Cl)cccc1N=Cc1ccc([N+](=O)[O-])o1,25%
Cc1c(Cl)cccc1NC(=O)CN(c1ccc(Br)cc1)S(=O)(=O)c1ccccc1,0%
COc1cc(/C=c2/sc3nc4cc(C)c(C)cc4n3c2=O)cc(OC)c1OC(C)=O,12%
CCN(CC)CCCCOc1cccc2ccccc12,4%
CC(C(=O)N1c2ccccc2Sc2ccc(C(F)(F)F)cc21)N1C(=O)c2ccccc2C1=O (centres undefined),13%
O=C(N/N=C/c1cccc2ccccc12)c1ccco1,11%
CCN(CC)c1ccc(NC(=S)NC(=O)c2cccc(Br)c2)cc1,21%
O=C(COc1ccc2ccccc2c1)Nc1cccc2ccccc12,7%
CCCC(=O)N1c2ccc(OCC)cc2C(=C2SC(C(=O)OC)=C(C(=O)OC)S2)C(=S)C1(C)C,13%
COc1ccc2c(c1)C1=C(CC2)C(c2ccccc2)NC(=S)N1 (centres undefined),15%
COc1ccc(C2SCCN2S(=O)(=O)c2ccc(C)cc2)cc1 (centres undefined),15%
COCCCNC(=O)COc1ccccc1,4%
O=C(N/N=C/c1ccc(C(=O)O)cc1)C(=O)NC1CCCCC1,8%
Cc1ccc(-n2nc3ccc(NC(=O)/C=C/c4ccco4)cc3n2)cc1C,35%
COc1ccc(OCCCOc2ccc(C=O)cc2OC)cc1,23%
COc1ccccc1C1NC(=S)NC(C)=C1C(C)=O (centres undefined),5%
CCc1cc(=O)oc2cc(OCc3ccc(F)cc3)ccc12,23%
CCOC(=O)C1=C(c2ccccc2)S/C(=C2/C(=S)C(C)(C)N(C(=O)CC)c3ccc(OC)cc32)S1,10%
CCc1ccc(-c2cc(C(=O)NC(C)(C)C)c3ccccc3n2)cc1,13%
COc1ccccc1NCN1C(=O)CSC1=O,0%
COc1ccc(/C=C(/NC(=O)c2ccco2)C(=O)N2CCCCC2)cc1,3%

# (listing goes on)
SMILES,RNase H inhibition
CCCC(=O)Nc1ccc(NC(=O)c2cccc(Cl)c2)cc1,6%
Cc1c(-c2ccccc2)nc2ccccc2c1C(=O)Oc1ccc([N+](=O)[O-])cc1,16%
Clc1ccc(Cc2noc(COc3cccc4ccccc34)n2)c(Cl)c1,32%
COc1ccc(NC(=S)NC(=O)c2cc3ccccc3cc2OC)cc1,16%
CCOc1cc(/C=N/n2cnnc2)cc(Cl)c1OCCOc1ccc(Br)cc1,13%
O=C(CCCN1C(=O)c2cccc3cccc(c23)C1=O)N1CCN(Cc2ccc3c(c2)OCO3)CC1,20%
O=C(Nc1ccc(N2CCOCC2)cc1)c1cc2ccccc2oc1=O,11%
O=C(N/N=C\c1cn(Cc2ccc(Cl)c(Cl)c2)c2ccccc12)c1ccc([N+](=O)[O-])cc1,15%
CC1=C(C(=O)OCC2CCCO2)C(c2ccc(Br)cc2)NC(=O)N1 (centres undefined),0%
COc1cc(-c2cc(=O)oc(-c3ccc(Cl)cc3Cl)n2)cc(OC)c1OC,15%
O=C1/C(=C/c2ccc3c(c2)OCO3)SC(=NCc2ccccc2)N1Cc1ccccc1,7%
O=C(N/N=C(/CC(=O)c1cccs1)C(F)(F)F)c1cccc(Br)c1,46%
CC(=O)c1ccc(N2CCN(C(=O)c3cccc(F)c3)CC2)c(F)c1,10%
COC(=O)C1=C(C)NC2=C(C(=O)CC(c3cccs3)C2)C1c1ccsc1 (centres undefined),6%
O=C1CC(N2CCSCC2)C(=O)N1c1ccccc1 (centres undefined),1%
O=C(N/N=C/c1cc([N+](=O)[O-])ccc1Cl)Nc1ccccc1,12%
CCN(CC)c1ccc(/C=C2N=C(/C=C/c3ccccc3)OC/2=O)cc1,22%
COc1ccc(OC)c(NC(=O)C(=O)N/N=C/c2ccccc2F)c1,7%
CC(NC(=O)/C(=C\c1ccc2c(c1)c1ccccc1n2C)NC(=O)c1ccccc1)c1ccccc1 (centres undefined),7%
COc1ccc(/C=C(/NC(=O)c2ccccc2)C(=O)N/N=C/c2c(C)cc(O)c(C)c2O)cc1OC,13%
N/C(=N\OC(=O)C12CC3CC(CC(C3)C1)C2)c1ccccc1,11%
Cc1ccc2[nH]c(O)c(N=Nc3nnc4c(n3)[nH]c3c(C)cccc34)c2c1,0%
Cc1ccc(NC(=O)c2ccco2)nc1,0%
CC1=C(C(=O)OC2CCCC2)C(c2cccc(Cl)c2)NC(=O)N1 (centres undefined),9%

# Random excerpt: seven compounds from above.
SMILES,RNase H inhibition
Cc1ccc(NC(=O)c2ccco2)nc1,0%
CC(NC(=O)/C(=C\c1ccc2c(c1)c1ccccc1n2C)NC(=O)c1ccccc1)c1ccccc1 (centres undefined),7%
COc1ccc(OC)c(NC(=O)C(=O)N/N=C/c2ccccc2F)c1,7%
N/C(=N\OC(=O)C12CC3CC(CC(C3)C1)C2)c1ccccc1,11%
CC1=C(C(=O)OC2CCCC2)C(c2cccc(Cl)c2)NC(=O)N1 (centres undefined),9%
COc1ccc(/C=C(/NC(=O)c2ccccc2)C(=O)N/N=C/c2c(C)cc(O)c(C)c2O)cc1OC,13%
COC(=O)C1=C(C)NC2=C(C(=O)CC(c3cccs3)C2)C1c1ccsc1 (centres undefined),6%

# Next entries
SMILES,RNase H inhibition
Cc1cc(OCC(=O)Nc2cccc(Cl)c2Cl)ccc1Br,6%
Cc1ccc(C(=O)Nc2ccc(S(=O)(=O)N3CCC(C)CC3)cc2)cc1,29%
COc1ccc(OCCCOc2cccc(OC)c2)cc1,26%
COc1ccccc1CN1CCN(Cc2ccc3ccccc3c2)CC1,6%
Cc1oc(CC(C)C)cc1C(=O)Nc1ccc(C(=O)O)cc1,13%
COc1ccccc1NC(=O)CCC(=O)OCC(=O)c1ccc(Br)cc1,5%
N#Cc1c2c(c(Nc3ccc(C4CCCCC4)cc3)n3c1nc1ccccc13)CCC2,31%

# Some of the compounds tested (hit frequency here may not be typical).
